HSF1 activator – increases HSF-1 driven luciferase reporter signal | activation, % at 9 µM | actives 1.7% (n = 300,000) | NIH3T3-HGL HSF-1 luciferase reporter, MG132, 8 h; 100% = twice DMSO control signal;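 active means mean replicate activation of at least 50% with a set share of replicates each reaching 50%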;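 further: 0% = median of the neutral control wells and 100% = twice that signal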
aSyn UTR inh – MLPCN primary screen, SNCA 5' untranslated region. alpha-synuclein 5'UTR reporter, inhibitor activity. inhibition, % (tested at 7.5 µM). actives 0.82% (n = 300,000); in the data active means inhibition above about 60%;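 further: H4 neuroglioblastoma cells stably carrying SNCA 5'UTR luciferase fusion; 0% = DMSO wells and 100% = positive control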
HSF1 inh – HSF1 inhibition; actives 0.77% (n = 300,000); NIH3T3-HGL HSE-luciferase, MG132-induced, luminescence 8 h; active compounds read low; activity change, negative = inhibition, % at 7.5 µM (by protocol); AID 2098;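 active means more than half of replicate wells show activity change below -50%, luminescence cut by over half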;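 further: luciferase reports HSF-1 transcriptional activity via heat shock element; 0% = median of DMSO wells and -100% = zero luminescence signal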
IEC-6 tox – kills IEC-6 intestinal cells in KLF5 counter-screen; inhibition, % at 5 µM; IEC-6 cytotoxicity, luminescence viability; actives 0.78% (n = 290,000); in the data active means inhibition above about 22%;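 further: 0% = plate median of test compound wells and 100% = cytotoxic reference compound wells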
Platelet DG rel – platelet dense granule release activity. human platelet-rich plasma, SFLLRN dense granule ATP release, luminescence. inhibition, %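 (compounds screened at 7.5 µM in platelet-rich plasma)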. actives 0.22% (n = 300,000). AID 1663;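 active means mean replicate score, as percent of positive control, at or above 50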
HSP90 refold inh – blocks HSP90-mediated luciferase refolding in reticulocyte lysate | Rabbit reticulocyte lysate, luciferase refolding luminescence, 3 h | inhibition, % at 5.6 µM | actives 0.91% (n = 290,000);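 active means inhibition above the screen-wide mean plus 3 SD, computed separately per campaign, cut at about 16% in these data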;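 further: 0% = DMSO wells and 100% = 60 µM geldanamycin wells; inhibitors lower the luminescence because luciferase stays unfolded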
AI-2 QS mod – modulates the Vibrio harveyi AI-2 quorum sensing system; Vibrio harveyi JMH597 AI-2 luminescence/OD600 ratio, 9 h; active compounds read low; strain lacks LuxN and CqsS sensors; 0 = neutral-control median; activity change, % at 7.5 µM; actives 0.4% (n = 300,000); in the data active means activity change below about -75%, passing the limit was not always enough;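 further: luminescence divided by OD600 gain over 9 h not by final OD600 alone; inactives centre near 13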
KLF5 inh – kruppel-like factor 5 inhibition; DLD-1 KLF5 promoter-luciferase reporter, luminescence; inhibition, % at 5 µM; actives 0.23% (n = 290,000); AID 1700;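 active means inhibition above a per-plate limit of that plate's mean compound inhibition plus 3 SD, cut at about 60% in these data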;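 further: 0% = DMSO wells and 100% = LY294002 at 200 µM; higher means less KLF5 promoter-driven luciferase light; inactives centre near -14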
HIF act – HIF pathway transcriptional activation; U2OS HRE-luciferase reporter, luminescence; normalized: DMSO 0%, desferrioxamine 100%; actives 0.32% (n = 300,000); activation, % at 7.5 µM (by protocol);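 active means mean activation of at least 10% of the iron chelator positive control signal, with at least half of replicates also reaching 10%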
HDAC3 inhib – human HDAC3 inhibition. actives 0.15% (n = 320,000). recombinant HDAC3, fluorogenic peptide/trypsin coupled, fluorescence. inhibition, % at 8.3 µM. AID 2718; in the data active means inhibition above about 26%, passing the limit was not always enough
Target sequence (O15379 whole entry, looked up): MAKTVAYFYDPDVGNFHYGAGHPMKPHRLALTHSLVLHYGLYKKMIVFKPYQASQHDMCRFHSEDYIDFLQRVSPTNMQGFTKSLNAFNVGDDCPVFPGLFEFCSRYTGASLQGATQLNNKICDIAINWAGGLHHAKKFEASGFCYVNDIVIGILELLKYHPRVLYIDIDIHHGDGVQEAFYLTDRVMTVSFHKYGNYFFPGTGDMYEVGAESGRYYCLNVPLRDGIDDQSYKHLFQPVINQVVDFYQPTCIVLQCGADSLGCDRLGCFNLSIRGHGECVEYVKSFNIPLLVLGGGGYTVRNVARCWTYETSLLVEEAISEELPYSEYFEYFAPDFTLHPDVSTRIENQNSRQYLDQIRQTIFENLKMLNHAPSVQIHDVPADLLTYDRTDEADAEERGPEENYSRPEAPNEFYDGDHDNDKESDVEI
* = called active by the depositor.

Results for COCCCN1CN(Cc2ccco2)CNC1=S ?
HSF1 activator: -18; aSyn UTR inh: 1; HSF1 inh: -4; IEC-6 tox: 7; Platelet DG rel: 6; HSP90 refold inh: 4; AI-2 QS mod: 10; KLF5 inh: -5; HIF act: -0.6; HDAC3 inhib: -1

Results for COc1ccc(NC(=O)CNC(=O)Cn2c(C)cc3ccccc3c2=O)c(OC)c1 ?
HSF1 activator: -6; aSyn UTR inh: 40; HSF1 inh: -2; IEC-6 tox: 4; Platelet DG rel: -5; HSP90 refold inh: 1; AI-2 QS mod: 7; KLF5 inh: -9; HIF act: -0.3; HDAC3 inhib: -3

What do the screens show for `O=C(Nc1ccccc1)c1ccc(F)cc1F`?
HSF1 activator: -28; aSyn UTR inh: -108; HSF1 inh: -7; Platelet DG rel: 9; AI-2 QS mod: 18; HIF act: -0.1; HDAC3 inhib: -1

Results for Cc1ccc(COc2ccccc2C(=S)N2CCCC2)cc1 ?
HSF1 activator: 9; aSyn UTR inh: -76; HSF1 inh: 17; IEC-6 tox: -8; Platelet DG rel: -2; HSP90 refold inh: 0; AI-2 QS mod: 2; KLF5 inh: -48; HIF act: 0.5; HDAC3 inhib: 14

Results for COC/C=C/C1=CC2=CC(=O)C(C)(OC(=O)c3cnc4ccccc4n3)C(=O)C2=CN1C1CC1 (stereo unspecified) ?
HSF1 activator: -3; aSyn UTR inh: 17; HSF1 inh: -1; Platelet DG rel: 1; AI-2 QS mod: 39; HIF act: -0.5; HDAC3 inhib: 7

How did O=C(c1ccc2c3c(cccc13)C(=O)N(O)C2=O)N1CCCCC1 do in these assays?
HSF1 activator: 17; aSyn UTR inh: 15; HSF1 inh: -1; IEC-6 tox: 0; Platelet DG rel: -7; HSP90 refold inh: 5; AI-2 QS mod: 34; KLF5 inh: -13; HIF act: -0.4; HDAC3 inhib: -3

Results for COC(=O)C(O)(CC(=O)Nc1ccc(OC(F)(F)F)cc1)C(F)(F)F (stereo unspecified) ?
HSF1 activator: -2; aSyn UTR inh: 0; HSF1 inh: -4; IEC-6 tox: 2; Platelet DG rel: 12; HSP90 refold inh: -1; AI-2 QS mod: 20; KLF5 inh: -34; HIF act: 0.1; HDAC3 inhib: 1

What do the screens show for `CC(=O)C1=C(O)C(=O)N(Cc2cccnc2)C1c1ccc(Cl)cc1Cl` (stereo unspecified)?
HSF1 activator: -14; aSyn UTR inh: 13; HSF1 inh: -10; IEC-6 tox: -5; Platelet DG rel: -9; HSP90 refold inh: -5; AI-2 QS mod: -2; KLF5 inh: -29; HIF act: -0.5; HDAC3 inhib: 2

How did Cc1ccc(Cn2cc(/C=N/Nc3ccc([N+](=O)[O-])cn3)c3ccccc32)cc1 do in these assays?
HSF1 activator: -6; aSyn UTR inh: 8; HSF1 inh: 2; IEC-6 tox: 6; Platelet DG rel: 9; HSP90 refold inh: -1; AI-2 QS mod: 5; KLF5 inh: -40; HIF act: 0.0; HDAC3 inhib: -3

What do the screens show for `CC(C)Sc1nc2c(c(=O)[nH]c(=O)n2C)n1Cc1ccc(Cl)cc1`?
HSF1 activator: 40; aSyn UTR inh: 33; HSF1 inh: 13; IEC-6 tox: 3; Platelet DG rel: 8; HSP90 refold inh: 2; AI-2 QS mod: 18; KLF5 inh: 4; HIF act: -0.4; HDAC3 inhib: 10

What do the screens show for `Cc1ccc(S(=O)(=O)N2CC(O)C2)cc1`?
HSF1 activator: -3; aSyn UTR inh: -15; HSF1 inh: -10; Platelet DG rel: 16; AI-2 QS mod: 8; HIF act: -0.2; HDAC3 inhib: 6

How did CCCSc1nnc(CSc2nc3nc(C)cc(C)n3n2)o1 do in these assays?
HSF1 activator: 16; aSyn UTR inh: 4; HSF1 inh: 4; IEC-6 tox: 4; Platelet DG rel: -2; HSP90 refold inh: 4; AI-2 QS mod: 41; KLF5 inh: -11; HIF act: 0.0; HDAC3 inhib: 2

Results for C[C@@H]1CC=C[C@H]2[C@H]1C(=O)N(Cc1ccccc1)[C@H]2c1ccc(-c2ccc(F)cc2)cc1F ?
HSF1 activator: -10; aSyn UTR inh: 16; HSF1 inh: 4; Platelet DG rel: 0; AI-2 QS mod: 2; HIF act: -0.6; HDAC3 inhib: 1

Results for COc1ccc2c(c1OC)C(=O)N1c3ccccc3C(=O)N(c3ccc(F)cc3)C21 (stereo unspecified) ?
HSF1 activator: -36; aSyn UTR inh: 9; HSF1 inh: -27; IEC-6 tox: 2; Platelet DG rel: -9; HSP90 refold inh: -2; AI-2 QS mod: 0; KLF5 inh: 21; HIF act: 0.0; HDAC3 inhib: 0

Results for C#CCOCCOCCOCCNc1nc(N2CCN(C(=O)C([C@@H](C)CC)n3cc(C(N)COC(=O)C(F)(F)F)nn3)CC2)nc(N2CCN(C(=O)[C@H](CCCCN)n3cc(C(N)CC(C)C)nn3)CC2)n1 (stereo partly specified) ?
HSF1 activator: 4; aSyn UTR inh: 5; HSF1 inh: -3; Platelet DG rel: 4; AI-2 QS mod: 2; HIF act: -0.1; HDAC3 inhib: -2

How did O=C1CSC(c2ccc(F)cc2)N1c1nc2ccccc2s1 (stereo unspecified) do in these assays?
HSF1 activator: 14; aSyn UTR inh: -91; HSF1 inh: 9; IEC-6 tox: 3; Platelet DG rel: -2; HSP90 refold inh: -2; AI-2 QS mod: 3; KLF5 inh: -10; HIF act: 0.4; HDAC3 inhib: 16

What do the screens show for `CC(C)CN(C(=O)COC(=O)CCCc1c[nH]c2ccccc12)c1c(N)n(Cc2ccccc2)c(=O)[nH]c1=O`?
HSF1 activator: -3; aSyn UTR inh: -20; HSF1 inh: 4; IEC-6 tox: -3; Platelet DG rel: 12; HSP90 refold inh: -1; AI-2 QS mod: 23; KLF5 inh: -3; HIF act: -0.4

What do the screens show for `COc1ccc(C(=O)NCC(=O)OCC(=O)Nc2cccc(S(=O)(=O)N3CCCC3)c2)cc1`?
HSF1 activator: 3; aSyn UTR inh: -24; HSF1 inh: -1; IEC-6 tox: 2; Platelet DG rel: -2; HSP90 refold inh: -3; AI-2 QS mod: 6; KLF5 inh: -7; HIF act: -0.1; HDAC3 inhib: -9

How did CCN(CC)C(=O)C(Sc1nnnn1-c1ccc(O)cc1)c1ccccc1 (stereo unspecified) do in these assays?
HSF1 activator: 16; aSyn UTR inh: -7; HSF1 inh: 11; IEC-6 tox: -9; Platelet DG rel: 20; HSP90 refold inh: -2; AI-2 QS mod: 45; KLF5 inh: 22; HIF act: -0.3; HDAC3 inhib: -4

How did CCOc1[nH]n(-c2ccccc2)c(=O)c1C=Nc1ccc(C(=O)OC)cc1 do in these assays?
HSF1 activator: -34; aSyn UTR inh: -13; HSF1 inh: -28; IEC-6 tox: -4; Platelet DG rel: 1; HSP90 refold inh: 3; AI-2 QS mod: 17; KLF5 inh: 0; HIF act: 0.6; HDAC3 inhib: 1

What do the screens show for `O=C(CSc1nncs1)Nc1ccc2[nH]c(=O)[nH]c2c1`?
HSF1 activator: 3; aSyn UTR inh: -10; HSF1 inh: -3; Platelet DG rel: 5; AI-2 QS mod: 24; HIF act: 0.6; HDAC3 inhib: -5

Results for Cc1ccc(S(=O)(=O)NCC(=O)OC2CCOC2=O)cc1 (stereo unspecified) ?
HSF1 activator: -14; aSyn UTR inh: 5; HSF1 inh: -1; IEC-6 tox: 3; Platelet DG rel: 10; HSP90 refold inh: -1; AI-2 QS mod: 15; KLF5 inh: 20; HIF act: 0.4; HDAC3 inhib: -2

How did Cc1cc(C)n(CCC(=O)N/N=C/c2ccc(Cl)c([N+](=O)[O-])c2)n1 do in these assays?
HSF1 activator: 48; aSyn UTR inh: -20; HSF1 inh: 14; IEC-6 tox: 8; Platelet DG rel: -1; HSP90 refold inh: -3; AI-2 QS mod: 10; KLF5 inh: -6; HIF act: 0.0; HDAC3 inhib: 6

What do the screens show for `COc1ccc(NC(=O)c2cccs2)cc1C(=O)N1CCN(c2ccccc2)CC1`?
HSF1 activator: 23; aSyn UTR inh: -35; HSF1 inh: 6; IEC-6 tox: 2; Platelet DG rel: 5; HSP90 refold inh: -5; AI-2 QS mod: 26; KLF5 inh: -23; HIF act: 0.6; HDAC3 inhib: 0

How did Cc1ccc(NC(=S)NNC(=O)c2ccco2)cc1 do in these assays?
HSF1 activator: 2; aSyn UTR inh: -74; HSF1 inh: 0; IEC-6 tox: -3; Platelet DG rel: -14; HSP90 refold inh: 1; KLF5 inh: -9; HIF act: 0.3; HDAC3 inhib: -2

How did CC1=C(C(=O)OC2CCCCCC2)C(c2ccc(C)o2)C2=C(CCCC2=O)N1 (stereo unspecified) do in these assays?
HSF1 activator: 24; aSyn UTR inh: -20; HSF1 inh: 5; IEC-6 tox: 4; Platelet DG rel: 4; HSP90 refold inh: 3; AI-2 QS mod: 23; KLF5 inh: -28; HIF act: 0.3; HDAC3 inhib: 6

What do the screens show for `COc1ccccc1NC(=O)COC(=O)c1oc2ccccc2c1C`?
HSF1 activator: 14; aSyn UTR inh: 7; HSF1 inh: -2; IEC-6 tox: -1; Platelet DG rel: -10; HSP90 refold inh: 0; AI-2 QS mod: 9; KLF5 inh: -30; HIF act: -0.2; HDAC3 inhib: 2

Results for CCCCN(CC)S(=O)(=O)c1ccc(C(=O)N=c2sc3cc(NC(C)=O)ccc3n2C)cc1 ?
HSF1 activator: -5; aSyn UTR inh: 17; HSF1 inh: -8; IEC-6 tox: -4; Platelet DG rel: 10; HSP90 refold inh: 1; AI-2 QS mod: 18; KLF5 inh: 9; HIF act: -0.3; HDAC3 inhib: -4

How did CC(C)CN(CCNC(=O)CN1C(=O)CSc2ccc(S(=O)(=O)N3CCOCC3)cc21)CC(C)C do in these assays?
HSF1 activator: 13; aSyn UTR inh: -32; HSF1 inh: -7; IEC-6 tox: 1; Platelet DG rel: -1; HSP90 refold inh: -4; AI-2 QS mod: 1; KLF5 inh: -23; HIF act: -0.2; HDAC3 inhib: -11

Results for COCCSc1ccccc1C(=O)Nc1cc(C)cc(C)c1 ?
HSF1 activator: 14; aSyn UTR inh: -9; HSF1 inh: -2; IEC-6 tox: 1; Platelet DG rel: -4; HSP90 refold inh: -1; AI-2 QS mod: 14; KLF5 inh: -32; HIF act: -1.0; HDAC3 inhib: 0

Results for Cc1ccc(-c2ccc(=O)n(CC(=O)NCc3ccco3)n2)cc1 ?
IEC-6 tox: 1; HSP90 refold inh: 1; KLF5 inh: -22; HDAC3 inhib: -2

What do the screens show for `Cc1cccc(-c2nc(=S)c3c(n2Cc2ccco2)CCCC3)c1`?
HSF1 activator: 11; aSyn UTR inh: -50; HSF1 inh: -2; IEC-6 tox: -2; Platelet DG rel: 4; HSP90 refold inh: 1; AI-2 QS mod: 11; KLF5 inh: -14; HIF act: 0.0; HDAC3 inhib: -1

Results for Cc1ccc(S(=O)(=O)Oc2cccc(N3C(=O)C4CC=CCC4C3=O)c2)cc1 (stereo unspecified) ?
HSF1 activator: 10; aSyn UTR inh: -42; HSF1 inh: 3; IEC-6 tox: -3; Platelet DG rel: 7; HSP90 refold inh: 3; AI-2 QS mod: 25; KLF5 inh: -13; HIF act: 0.2; HDAC3 inhib: -9
